Bioassay records deposited in PubChem by University of Glasgow.
telomere_uncapping – survival after telomere uncapping, modulators, primary screen, cell-based (AID 1259312); 4,500 compounds, 4.5% hits; HCT116 + Ad-hTR-mut, survival, MTT, 5 d; stronger effect = higher value; fold change at 10 µM;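 active = cell survival measured by absorbance rises more than 2.5-fold over infected cells without compound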;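 also: virus expresses mutant telomerase RNA that uncaps telomeres and kills cells; compound added 2 days after infection so exposure lasts 3 days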
Starred values were filed as active, the others as inactive. Only part of the results is shown; rates above refer to the full screens.

SMILES telomere_uncapping
O=c1ccn([C@H]2C[C@H](O)[C@@H](CO)O2)c(=O)[nH]1 -2
